Source: PubChem (several laboratories)
PAFAH1B2 FP inh: PAFAH1B2 (human) inhibition | recombinant PAFAH1B2, FP-rhodamine activity probe, fluorescence polarization | P68402 | inhibition, % at 3.39 µM | actives 1.2% (n = 340,000);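 active = inhibition above the mean of all tested compounds plus 3 SD, cut at about 24% in these data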;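 also: 0% = enzyme with DMSO and 100% = wells lacking PAFAH1B2; many of its hits are not listed in these tables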
MCL1 BIM primary: disrupts human MCL1 binding to BIM-BH3 peptide | Q07820 | GST-MCL1 / FITC-Bim-BH3 fluorescence polarization | inhibition, % at 10.9 µM | actives 0.68% (n = 320,000) | AID 2057;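 active = inhibition above the mean inhibition of all tested compounds plus 3 SD, set per campaign, cut at about 40% in these data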;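 also: 0% = DMSO wells and 100% = unlabeled Bim-BH3 peptide control; higher means more loss of mP so more displacement of Bim peptide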
Fam108B counter: counter-screen for RBBP9 inhibitors: inhibitors of mouse Fam108B; recombinant Fam108B, FP-Rh probe fluorescence polarization; inhibition, % at 9.51 µM; actives 0.33% (n = 300,000); AID 1947;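 active = inhibition above the screen mean inhibition plus 3 SD, computed separately per campaign, cut at about 18% in these data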;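 also: inhibitors lower polarization as less probe binds the enzyme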
BCLXL inh: inhibitors of human Bcl-xL; inhibition, % at 10.9 µM; GST-Bcl-xL / FITC-Bim BH3 peptide fluorescence polarization; Q07817; actives 0.7% (n = 320,000);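 active = inhibition above the mean of all tested compounds plus 3 SD, cutoff set per campaign, cut at about 30% in these data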;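 also: 0% = DMSO wells and 100% = unlabeled Bim-BH3 peptide competitor; inhibitors lower millipolarization by displacing the labeled peptide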
Target sequence (Q07817 whole entry, looked up): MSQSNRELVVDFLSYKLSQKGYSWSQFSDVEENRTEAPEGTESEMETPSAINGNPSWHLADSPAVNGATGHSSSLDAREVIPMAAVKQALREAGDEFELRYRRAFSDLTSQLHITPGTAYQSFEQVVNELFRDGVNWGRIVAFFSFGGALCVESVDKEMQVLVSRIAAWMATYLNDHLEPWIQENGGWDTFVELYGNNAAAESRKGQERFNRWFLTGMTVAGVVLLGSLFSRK
GLD-1 RNA inh: GLD-1-TGE RNA interaction inhibition (C. elegans); Q17339; purified GLD-1 + fluorescein TGE RNA, fluorescence polarization; inhibition, % at 5.96 µM; actives 0.44% (n = 320,000); AID 2280;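 active = percent inhibition above a per-plate cutoff, the plate mean of test compounds plus 3 SD, cut at about 30% in these data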;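 also: 0% = DMSO wells with GLD-1 and probe and 100% = wells lacking GLD-1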
PME-1 primary: blocks human protein phosphatase methylesterase 1; Q9Y570; recombinant PME-1, FP-Rh probe fluorescence polarization; inhibition, % at 5.9 µM; actives 0.53% (n = 320,000);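 active = inhibition above the campaign mean of all compounds plus 3 SD, cut at about 26% in these data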;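 also: competitive labeling of PME-1 active site by serine hydrolase directed probe; 0% = PME-1 with DMSO and 100% = wells lacking PME-1 enzyme; inhibitors block probe labeling so polarization falls and inhibition rises; many of its hits are not listed in these tables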
Target sequence (Q9Y570 whole entry, looked up): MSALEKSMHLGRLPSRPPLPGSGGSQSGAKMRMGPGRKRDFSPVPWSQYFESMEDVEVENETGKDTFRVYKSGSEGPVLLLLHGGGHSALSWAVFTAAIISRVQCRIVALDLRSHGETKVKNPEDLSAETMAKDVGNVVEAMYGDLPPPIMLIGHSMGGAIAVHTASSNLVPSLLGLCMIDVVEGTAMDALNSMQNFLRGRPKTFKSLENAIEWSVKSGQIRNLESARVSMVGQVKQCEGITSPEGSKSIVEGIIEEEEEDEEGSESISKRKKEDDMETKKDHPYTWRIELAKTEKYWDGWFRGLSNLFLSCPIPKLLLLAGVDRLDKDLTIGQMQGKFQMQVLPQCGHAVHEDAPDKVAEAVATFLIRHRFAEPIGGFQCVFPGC
pPAFAH inh: inhibitors of human plasma PAF acetylhydrolase (pPAFAH); actives 1.5% (n = 330,000); Q13093; inhibition, % at 3.39 µM; recombinant pPAFAH, FP-rhodamine probe fluorescence polarization; AID 463082;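 active = inhibition above the mean inhibition across the screen plus 3 SD, cut at about 25% in these data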;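 also: inhibitors block binding of the rhodamine activity-based probe so polarization drops; 0% = enzyme with DMSO and 100% = wells lacking pPAFAH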
AHR activator: human AHR activation. P35869. actives 2.5% (n = 320,000). activation, % at 5 µM. AHR-responsive luciferase reporter cells, luminescence; in the data active = activation above about 47%;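 also: 0% = vehicle wells and 100% = reference agonist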
MEX-5 binding: C. elegans MEX-5 TCR-2 RNA binding activity; Q9XUB2; MEX-5/FITC-TCR2 RNA binding, fluorescence polarization; stronger effect = lower value; activity score (negative = inhibition of binding), % at 10 µM; actives 0.38% (n = 300,000);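 active = inhibition past about -25% in most replicates, and total fluorescence under double the plate's negative control median, limit read from the data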;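 also: 0% = DMSO and -100% = 5 µM competing unlabeled TCR2 RNA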
Target sequence (Q9XUB2 whole entry, looked up): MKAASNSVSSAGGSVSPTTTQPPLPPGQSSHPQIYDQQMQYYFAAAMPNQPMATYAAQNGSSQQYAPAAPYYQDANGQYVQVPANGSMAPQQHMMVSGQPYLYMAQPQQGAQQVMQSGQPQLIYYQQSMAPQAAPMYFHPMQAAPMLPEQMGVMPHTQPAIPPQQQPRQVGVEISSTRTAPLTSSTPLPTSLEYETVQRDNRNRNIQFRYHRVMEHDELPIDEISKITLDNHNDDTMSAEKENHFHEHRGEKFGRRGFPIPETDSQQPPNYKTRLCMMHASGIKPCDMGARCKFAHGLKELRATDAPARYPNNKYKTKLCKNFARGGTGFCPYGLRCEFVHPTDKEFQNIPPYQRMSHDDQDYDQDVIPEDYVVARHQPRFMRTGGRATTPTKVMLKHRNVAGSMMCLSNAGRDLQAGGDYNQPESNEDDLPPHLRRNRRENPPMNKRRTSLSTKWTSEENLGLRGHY
Active calls of the source: *; · = not tested or not shown. Some of the compounds tested. The share of hits here may be higher or lower than overall.

1) Cc1nn(CCCC(=O)NCc2ccc(F)cc2)c(C)c1[N+](=O)[O-]
2) CC(CC(=O)N1CCN(S(=O)(=O)c2ccccc2)CC1)n1cncn1 (stereo unspecified)
3) CCC1(c2ccccc2)NC(=O)N(CC(=O)Nc2cc(S(=O)(=O)N3CCOCC3)ccc2OC(C)C)C1=O (stereo unspecified)
4) COc1cc(NC(=O)Cc2ccc(OC)c(S(=O)(=O)N3CCOCC3)c2)c(OC)cc1Cl
5) COc1ccc(NC(=O)c2ccc(OCc3c(C)noc3C)c(OC)c2)cn1
6) O=C(Nc1ccccc1Cl)Nc1cccc2cccnc12
7) COc1cc(OC)c(OC)cc1CNCCSc1nnnn1C
8) COC(=O)[C@H](Cc1ccccc1)NC(=O)[C@@]1(C)C[C@@H]1[C@@H](NC(=O)OCc1ccccc1)c1ccccc1
Assay by compound	1	2	3	4	5	6	7	8
PAFAH1B2 FP inh	4	5	6	8	0	-1	3	4
MCL1 BIM primary	4	8	-13	-5	7	10	1	12
Fam108B counter	-2	-1	-3	9	4	-2	1	-3
BCLXL inh	-1	4	-7	0	12	4	0	3
GLD-1 RNA inh	4	-3	3	-2	8	6	1	0
PME-1 primary	-3	3	3	3	4	0	3	9
pPAFAH inh	2	5	6	2	-2	1	-1	8
AHR activator	2	-1	0	6	-2	22	0	4
MEX-5 binding	-4.0	-1.2	5.1	1.5	-5.8	-2.7	1.7	3.0

9) CCS(=O)(=O)c1ccc2oc(Nc3ccccc3C)nc2c1
10) COc1cccc(CC2(CO)CCN(CC3=CC[C@H]4C[C@@H]3C4(C)C)CC2)c1
11) O=C(CSc1n[nH]c(=O)n1-c1ccccc1)Nc1ccccc1C(F)(F)F
12) COc1cc([C@H]2c3[nH]c4ccccc4c3C[C@H]3C(=O)N4[C@@H](c5cc(OC)c(OC)c(OC)c5)c5[nH]c6ccccc6c5C[C@H]4C(=O)N23)cc(OC)c1OC
13) O=C(NNC(=O)C12CC3CC(CC(C3)C1)C2)[C@@H]1C[C@H]1c1ccccc1
14) C[C@]12c3[nH]c4ccccc4c3CCN1C(=O)C(CC(=O)NCCN1CCOCC1)C[C@@H]2C(=O)N1CCCCC1 (stereo partly specified)
15) Cc1cc(NC(=O)CCC(=O)N(Cc2ccco2)C2(C(=O)NC3CCCCC3)CCN(C)CC2)no1
16) O=C(COC(=O)c1ccc2c(c1)OCO2)NCc1ccc(Cl)cc1
Assay by compound	9	10	11	12	13	14	15	16
PAFAH1B2 FP inh	-3	5	10	-9	11	6	-1	10
MCL1 BIM primary	4	2	13	-10	-1	·	6	3
Fam108B counter	-1	3	1	-24	-3	·	5	-1
BCLXL inh	1	4	4	0	-4	·	9	1
GLD-1 RNA inh	8	0	3	-4	2	4	-5	-3
PME-1 primary	4	-2	1	-29	3	·	1	1
pPAFAH inh	-2	2	-4	-5	-1	5	3	3
AHR activator	2	5	1	9	2	0	2	0
MEX-5 binding	-0.6	-5.6	2.1	1.3	0.2	·	0.9	0.8

17) CCc1nc(SCc2ccc(F)cc2)[nH]c(=O)c1C#N
18) O=C(NCCc1ccc(O)c(O)c1)C1COc2ccccc2O1 (stereo unspecified)
19) O=C(NCCO)/C(=C/c1cccc([N+](=O)[O-])c1)NC(=O)c1ccco1
20) Cc1ccc(CN2CCN(Cc3cccn3-c3ccc(Cl)cn3)CC2CCO)o1 (stereo unspecified)
21) O=C(O/N=C1/CCSc2ccccc21)c1ccccc1
22) Cc1c(Cl)cccc1N(CC(=O)NC1CCCCC1)S(C)(=O)=O
23) CC(=O)c1ccc(NC(=O)CCNC(=O)c2ccccc2Cl)cc1
24) CCn1c2ccccc2c2nnc(SCC(=O)N3CC(C)OC(C)C3)nc21 (stereo unspecified)
Assay by compound	17	18	19	20	21	22	23	24
PAFAH1B2 FP inh	10	17	7	7	18	5	2	11
MCL1 BIM primary	6	17	-5	8	7	2	-6	7
Fam108B counter	1	4	2	1	-3	1	0	0
BCLXL inh	7	16	4	6	3	1	2	3
GLD-1 RNA inh	1	6	-2	0	5	-3	9	1
PME-1 primary	-1	2	1	-4	-4	1	1	-6
pPAFAH inh	5	22	2	1	0	2	3	7
AHR activator	4	5	10	2	30	-4	-1	4
MEX-5 binding	·	-14	-2.2	-5.4	3.0	1.7	0.8	1.6

25) CC(=O)n1nc(-c2ccco2)nc1N
26) COC(=O)c1ccc2nc(C)c(C)nc2c1
27) O=C(CNS(=O)(=O)c1cccs1)N1CCN(c2ccccn2)CC1
28) COc1ccccc1C(=O)Nc1ccnn1C1CCN(Cc2ncc[nH]2)CC1
29) CCOC(=O)CN1C(=O)/C(=C/c2ccc(Cl)cc2)Oc2ccccc21
30) COC(=O)C1=[N+]([O-])OC(C(=O)OC)C1c1c[nH]c2ccccc12 (stereo unspecified)
31) CCOc1ccc(-c2ccc(SCC(=O)Nc3nnc(CC)s3)nn2)cc1
32) CCCCC(=O)NN(C)c1nc(-c2ccccc2)nnc1C(F)(F)F
Assay by compound	25	26	27	28	29	30	31	32
PAFAH1B2 FP inh	1	1	1	3	4	-1	3	3
MCL1 BIM primary	-4	1	1	6	3	5	8	-2
Fam108B counter	-2	1	4	1	-4	4	-1	-5
BCLXL inh	6	1	6	4	5	0	8	5
GLD-1 RNA inh	4	7	2	0	-1	6	2	-2
PME-1 primary	-6	-7	0	0	-3	-3	0	-5
pPAFAH inh	4	-2	2	1	7	-1	-3	-8
AHR activator	-3	4	-1	0	3	20	2	3
MEX-5 binding	-1.9	0.2	1.9	-2.3	0.8	1.7	·	-0.7

33) Cc1c(Cl)cccc1NC(=S)NCc1ccc(Cl)cc1
34) Cc1ccc(-c2nn(C)c(=O)c3ccccc23)cc1S(=O)(=O)NCCO
35) Cc1noc(C)c1S(=O)(=O)Nc1ccc(C(=O)NCc2ccccc2)cc1
36) C#CCOCCOCCOCCNc1nc(N2CCN(C(=O)[C@H](CCCCN)n3cc(CN)nn3)CC2)nc(N2CCN(C(=O)[C@H](CCC(=O)O)n3cc(CN)nn3)CC2)n1
37) Cc1cccc(NC(=O)c2ccc(S(=O)(=O)N3CCCCC3C)cc2)n1 (stereo unspecified)
38) COc1ccccc1-c1cnn2c(NC3CCCC3)cc(C)nc12
39) CCC1(c2ccccc2)NC(=O)N(CC(=O)NNC(=O)COc2ccc(Cl)cc2C)C1=O (stereo unspecified)
40) COC(=O)C1C(=O)C2=C(CC1C)NC(C)=C(C(=O)OC1CCCC1)C2c1ccc(N(C)C)cc1 (stereo unspecified)
Assay by compound	33	34	35	36	37	38	39	40
PAFAH1B2 FP inh	-3	-5	-7	6	4	-16	8	2
MCL1 BIM primary	10	8	1	·	4	2	4	11
Fam108B counter	2	12	3	·	-2	2	·	4
BCLXL inh	3	0	3	·	2	-2	2	7
GLD-1 RNA inh	3	-5	1	-2	1	66*	7	5
PME-1 primary	0	-1	3	·	-2	0	8	6
pPAFAH inh	7	2	3	0	-4	10	6	5
AHR activator	0	-1	-1	0	4	35	0	2
MEX-5 binding	0.1	1.5	3.2	·	-2.0	-0.1	·	-2.0

GLD-1 RNA inh, hit marks shown above.
No.	SMILES	PAFAH1B2 FP inh	MCL1 BIM primary	BCLXL inh	GLD-1 RNA inh	PME-1 primary	pPAFAH inh	AHR activator	MEX-5 binding
38	COc1ccccc1-c1cnn2c(NC3CCCC3)cc(C)nc12	-16	2	-2	66*	0	10	35	-0.1

Part of the list above in order of formula weight, high to low:
11) O=C(CSc1n[nH]c(=O)n1-c1ccccc1)Nc1ccccc1C(F)(F)F
5) COc1ccc(NC(=O)c2ccc(OCc3c(C)noc3C)c(OC)c2)cn1
27) O=C(CNS(=O)(=O)c1cccs1)N1CCN(c2ccccn2)CC1
29) CCOC(=O)CN1C(=O)/C(=C/c2ccc(Cl)cc2)Oc2ccccc21
33) Cc1c(Cl)cccc1NC(=S)NCc1ccc(Cl)cc1
30) COC(=O)C1=[N+]([O-])OC(C(=O)OC)C1c1c[nH]c2ccccc12 (stereo unspecified)
Assay by compound	11	5	27	29	33	30
PAFAH1B2 FP inh	10	0	1	4	-3	-1
MCL1 BIM primary	13	7	1	3	10	5
Fam108B counter	1	4	4	-4	2	4
BCLXL inh	4	12	6	5	3	0
GLD-1 RNA inh	3	8	2	-1	3	6
PME-1 primary	1	4	0	-3	0	-3
pPAFAH inh	-4	-2	2	7	7	-1
AHR activator	1	-2	-1	3	0	20
MEX-5 binding	2.1	-5.8	1.9	0.8	0.1	1.7

The listing continues:
41) Cc1cccc(OCC(=O)N2CCN(C(=O)CCC3CCCC3)CC2)c1
42) CN(C)CCNc1nc(-c2ccccc2)c2c(c1C#N)CC(C)(C)OC2
43) COC(=O)Cn1ncc2c3ccccc3n(Cc3ccccc3)c2c1=O
44) N#Cc1ccc(C(=O)Nc2nc(SCc3ccc(Cl)cc3)n[nH]2)cc1
45) CCC(O)(CC)C(=O)NN(C(=O)Nc1csc2c1CCCC2)c1ccccc1
46) Cc1ccccc1CNC(=O)c1ccccc1C(=O)O
47) Cc1cc(/C=C2\SC(=O)N(C)C2=O)c(C)n1-c1cccc(C(=O)O)c1
48) Cn1cccc1Cc1nnc(SCC(=O)Nc2ccccc2)n1-c1ccc(F)cc1
Assay by compound	41	42	43	44	45	46	47	48
PAFAH1B2 FP inh	1	4	2	6	5	3	-1	4
MCL1 BIM primary	1	-1	-3	0	12	6	10	0
Fam108B counter	-2	-2	-2	-8	0	4	-2	1
BCLXL inh	2	5	-2	-4	8	8	6	3
GLD-1 RNA inh	8	4	3	1	4	9	2	3
PME-1 primary	5	-4	4	-1	-2	-7	-6	-5
pPAFAH inh	3	4	2	8	4	2	9	13
AHR activator	0	0	0	-5	27	2	0	0
MEX-5 binding	2.3	0.7	0.4	-6.4	0.7	2.1	-1.9	-1.8

49) Cc1cccc(Nc2c3c(nc4ncnn24)CCC3)c1
50) N/C(=N\OC(=O)CC1CCCCC1)c1ccncc1
51) CC(C)c1ccc(/C=C/C(=O)Nc2nn[nH]n2)cc1
52) O/N=C/c1cc2ccccc2n1Cc1ccccc1F
53) Oc1ccc(C[C@H]2CNCCN2CCCCC2CCCCC2)cc1
54) CCc1ccc2nc(N3C(=O)c4oc5ccccc5c(=O)c4C3c3ccc(OC)c(OC)c3)sc2c1 (stereo unspecified)
55) CC(C)=CCCC(C)CN1CCC(n2nccc2NC(=O)c2cccnc2)CC1 (stereo unspecified)
56) Cc1ccc(C(=O)NC(=S)Nc2cc(-c3nc4ccccc4s3)ccc2C)cc1
Assay by compound	49	50	51	52	53	54	55	56
PAFAH1B2 FP inh	-3	3	·	7	2	·	-5	-1
MCL1 BIM primary	-5	-8	6	1	2	-1	-8	-6
Fam108B counter	-3	-3	1	3	-1	-2	2	-5
BCLXL inh	0	-5	4	2	4	0	-4	-2
GLD-1 RNA inh	3	2	-3	6	-8	4	3	0
PME-1 primary	3	1	-2	6	2	3	0	-4
pPAFAH inh	2	-2	-3	12	-5	3	3	3
AHR activator	0	1	1	23	0	0	1	-1
MEX-5 binding	1.4	-1.0	1.0	3.1	2.9	1.9	-0.9	-0.8

Along the list, quoted from above:
AHR activator, entries 3 to 13, in order: 0, 6, -2, 22, 0, 4, 2, 5, 1, 9, 2
PME-1 primary, entries 3 to 13, in order: 3, 3, 4, 0, 3, 9, 4, -2, 1, -29, 3
